Hsp70 act – transcriptional activators of Hsp70; HeLa Hsp70 promoter luciferase reporter, luminescence; scaled: vehicle 0, proteasome-inhibitor control 100%; AID 1203; activation, % at 10 µM; 200,000 tested, 0.04% active;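 active = activation above the mean across all tested compounds plus 3 SD, cutoff set per campaign, cut at about 5.5% in these data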;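 note: 100% = MG132 at 30 µM as the positive control and 0% = DMSO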
STAT1 act – increases IFN-gamma driven STAT1 reporter signal; NIH 3T3 STAT1-luciferase reporter, luminescence; 100% = IFN-gamma alone, no compound; activation (% of control), % at 5.5 µM; 200,000 tested, 2.6% active; AID 932;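 active = activation above the screen-wide mean activation plus 3 SD, cut at about 130% in these data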;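 note: raw ratio to IFN-gamma control signal so 100% means no change and 0% no light; values of inactives mirror those of a sister screen read the other way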
STAT3 act – activators of IL-6 induced STAT3 signaling; U3A cells, IL-6 STAT3-luciferase reporter, luminescence; 100% = signal with IL-6 EC80 alone; activation (% of control), % at 5.6 µM; 190,000 tested, 0.91% active; AID 871;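 active = activation above the screen-wide mean of compound activation plus 3 SD, cut at about 130% in these data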;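 note: 0% = background luminescence of wells with medium and substrate only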
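Assay system – human STAT1-deficient U3A cells with stable STAT3-luciferase reporter · Also added – IL-6 (33 ng/mL) · Schedule – compound 1 h, then IL-6 6 h at 37 °C · Technique – reporter luminescence signal · Evaluation – % activation versus median of IL-6-stimulated wells · Benchmarks – IL-6-only wells as 100% reference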
STAT1 blocker – reduces IFN-gamma driven STAT1 reporter signal. AID 920. inhibition, % at 5.5 µM. 200,000 tested, 0.35% active. NIH 3T3 STAT1-luciferase reporter, luminescence;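 active = inhibition above a set limit, the mean inhibition across all tested compounds plus 3 SD, cut at about 34% in these data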;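 note: 0% = IFN-gamma with DMSO and 100% = IFN-gamma with 300 µM nifuroxazide; values of inactives mirror those of a sister screen read the other way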
APP 5UTR inh – APP translation inhibition | 190,000 tested, 0.82% active | inhibition, % at 2 µM | SH-SY5Y APP 5'UTR-luciferase reporter, luminescence;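 active = inhibition above a set limit, derived from the sample mean plus 3 SD, cut at about 45% in these data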; note: values of inactives mirror those of a sister screen read the other way
NF-kB expr up – compounds increasing NF-kB expression in human neuronal cells; 190,000 tested, 1.6% active; fold change at 12.5 µM; NF-kB reporter expression; stronger effect = higher value; AID 1239; in the data active = fold change above about 3.3
RAM network inh – yeast RAM network inhibition; S. cerevisiae dse1pr::URA3 reporter, 5-FOA growth OD615, 2 d; analog-sensitive cbk1-as2 kinase mutant strain; inhibition, % at 50 µM; 190,000 tested, 1.8% active; AID 868;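 active = inhibition above a set limit, 3 SD over mean compound inhibition, cut at about 8.4% in these data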;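 note: 0% = DMSO-only wells with no growth and 100% = 10 µM 1-NA-PP1 full growth; inhibition rescues growth on 5-FOA so higher OD means more RAM inhibition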
APP 5'UTR act – activates APP 5'UTR luciferase reporter; 190,000 tested, 1% active; SH-SY5Y APP 5'UTR luciferase reporter, luminescence; zero percent = DMSO vehicle wells; activation, % at 2 µM; AID 1276;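 active = activation above a set limit, based on mean plus 3 SD of controls, cut at about 140% in these data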; note: values of inactives mirror those of a sister screen read the other way
STAT3 inh – STAT3 signaling inhibition. U3A cells, IL-6 STAT3-luciferase reporter, luminescence; host cell line lacks STAT1. inhibition, % at 5.5 µM. 190,000 tested, 0.89% active. AID 862;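 active = inhibition above the mean inhibition across all screened compounds plus 3 SD, cut at about 44% in these data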;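 note: 0% = DMSO only wells and 100% = 100 µM nifuroxazide control wells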
FLuc inh counter – counter-screen for luciferase assay inhibitors: firefly luciferase inhibition. P08659. ATPLite firefly luciferase biochemical luminescence, 10 min. inhibition, % at 10 µM. 200,000 tested, 1.5% active. AID 1006;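 active = inhibition above about 50% when tested at 10 µM, limit read from the data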
Target sequence (P08659 whole entry, looked up): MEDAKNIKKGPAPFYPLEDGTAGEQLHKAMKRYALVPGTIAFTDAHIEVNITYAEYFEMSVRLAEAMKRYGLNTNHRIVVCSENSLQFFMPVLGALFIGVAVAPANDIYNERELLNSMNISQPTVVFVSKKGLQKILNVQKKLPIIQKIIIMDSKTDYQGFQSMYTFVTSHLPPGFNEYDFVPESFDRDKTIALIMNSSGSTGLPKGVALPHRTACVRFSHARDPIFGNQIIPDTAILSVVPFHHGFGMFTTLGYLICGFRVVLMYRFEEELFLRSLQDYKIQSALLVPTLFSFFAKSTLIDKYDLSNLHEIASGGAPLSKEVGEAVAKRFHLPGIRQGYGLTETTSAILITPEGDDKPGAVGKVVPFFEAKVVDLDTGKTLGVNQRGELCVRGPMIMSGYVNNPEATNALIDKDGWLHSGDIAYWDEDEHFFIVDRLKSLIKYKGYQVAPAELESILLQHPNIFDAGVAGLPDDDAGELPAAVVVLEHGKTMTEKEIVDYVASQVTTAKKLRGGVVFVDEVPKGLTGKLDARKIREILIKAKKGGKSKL
* = called active by the depositor; / = not tested or not shown.

SMILES | Hsp70 act | STAT1 act | STAT3 act | STAT1 blocker | APP 5UTR inh | NF-kB expr up | RAM network inh | APP 5'UTR act | STAT3 inh | FLuc inh counter
CCC1SC2=NCCN2C1(O)c1ccc(Cl)cc1 (stereo unspecified) | -0.3 | 108 | 104 | -8 | -6 | 1.2 | 0.7 | 6 | 5 | -8
CCOC(=O)/C=C/C(=O)Nc1nccs1 | -0.3 | 71 | 97 | 31 | 5 | 1.2 | 2.3 | -5 | 2 | 2
CCCCOC(=O)C1=C(C)Nc2ncnn2C1c1cccc(OC)c1OC (stereo unspecified) | -0.2 | 97 | 94 | 4 | 11 | 1.2 | 0.0 | -11 | 10 | -8
Cc1cccc(-c2nc(CS(=O)CC(=O)N3CCN(C)CC3)c(C)o2)c1 (stereo unspecified) | -0.1 | 101 | 96 | -1 | / | 1 | 3.1 | / | 13 | -9
O=[N+]([O-])c1cc(S(=O)(=O)C(F)(F)F)ccc1Sc1nc2ccccc2s1 | -0.4 | 102 | 106 | -2 | 2 | 0.32 | 8.5* | -2 | -8 | -9
Cc1cccc(NC(=O)NC(C)C(c2cccs2)N2CCOCC2)c1 (stereo unspecified) | -0.4 | 100 | 105 | 0 | -16 | 1.2 | 1.0 | 16 | 3 | -6
Cn1ccnc1SCC(=O)n1c2c(c3ccccc31)CCCC2 | -0.2 | 92 | 104 | 9 | 15 | 1.1 | 1.1 | -15 | -4 | -8
Cc1cccc(N2CCN(Cc3c(C)n(C)n(-c4ccccc4)c3=O)CC2)c1C | -0.1 | 95 | 89 | 6 | -9 | 1.3 | -0.9 | 9 | 16 | -10
NS(=O)(=O)c1ccc(NC(=S)NCc2ccccc2)cc1 | -0.3 | 116 | 105 | -18 | -11 | 1.1 | 1.1 | 11 | -1 | -4
Cn1c(N)c(S(=O)(=O)NCc2ccc(Cl)cc2)c(=O)n(C)c1=O | 0.0 | 100 | 103 | 0 | 8 | 1.1 | 0.2 | -8 | -2 | -5
Cc1ccc(NC(=O)/C(=C/c2cccs2)NC(=O)c2ccco2)cc1 | -0.2 | 97 | 104 | 4 | 3 | 1.2 | 3.8 | -3 | -1 | -6
Cc1nc2ccc3[nH]snc3c2n1 | 0.0 | 98 | 109 | 2 | -5 | 0.87 | 2.2 | 5 | -5 | -11
CC(=O)c1ccc(OCC(O)CN2CCN(Cc3ccc4c(c3)OCO4)CC2)cc1 (stereo unspecified) | -0.1 | 99 | 106 | 1 | 13 | 0.98 | 0.1 | -13 | -2 | -6
O=C1N=C(N2CCOCC2)S/C1=C/c1cccs1 | -0.2 | 120 | 99 | -21 | -13 | 1.2 | 0.9 | 13 | 5 | 25
CCOc1ccc2nc(SCc3cccc(C)c3)nc(C)c2c1 | -0.2 | 105 | 93 | -6 | -23 | 1.4 | 6.0 | 23 | 6 | 2
CC(C)CCN1CCN(Cc2cc(F)ccc2-n2cccn2)CC1CCO (stereo unspecified) | -0.1 | 99 | 101 | -1 | -7 | 0.93 | -0.6 | 7 | 3 | -2
COc1ccc(C2CC(=O)c3cnc(NC(=O)c4cc(OC)cc(OC)c4)nc3C2)cc1 (stereo unspecified) | 0.1 | 89 | 109 | 12 | -18 | 0.77 | 4.1 | 18 | -7 | 1
COc1ccc(N(C(=O)c2ccc(S(=O)(=O)N3CCOCC3)cc2)C2C=CS(=O)(=O)C2)cc1 (stereo unspecified) | -0.1 | 102 | 104 | -2 | -10 | 0.86 | -0.1 | 10 | -2 | -5
Cc1cc(Cl)cc(Cl)c1OCCOc1cccc2cccnc12 | 0.1 | 106 | 90 | -6 | -1 | 0.89 | 0.9 | 1 | 17 | -3
Cc1cc(C)c(S(=O)(=O)N(CC(=O)O)C2CCCCC2)c(C)c1 | -0.2 | 85 | 109 | 18 | -4 | 0.94 | 0.5 | 4 | -7 | -3
CN(C)c1cnn(-c2ccccc2)c(=O)c1Cl | -0.5 | 108 | 106 | -6 | 2 | 1.7 | -1.3 | -2 | -10 | 4
Cc1ccc(-n2c(SCC(=O)NCc3ccco3)nc3sc(C)c(C)c3c2=O)cc1 | -0.2 | 99 | 101 | 13 | -2 | 1 | 2.8 | 2 | 2 | 1
COc1ccccc1N1CCN(Cc2cccc(OC)c2OC)CC1 | -0.1 | 99 | 95 | 0 | 0 | 1.1 | 0.9 | 0 | 10 | -6
CCN(CC)c1ccc(N2C(=O)C3CCCCC3C2=O)cc1[N+](=O)[O-] (stereo unspecified) | -0.5 | 100 | 96 | 0 | 10 | 1 | 0.5 | -10 | 3 | -5
O=[N+]([O-])c1cc2c(cc1Br)CCN2 | -0.2 | 103 | 103 | -3 | -5 | 1.2 | 1.5 | 5 | -2 | 6
CCN(CCn1cccn1)Cc1cn[nH]c1-c1ccc(OC)cc1F | -0.2 | 89 | 92 | 11 | -16 | 1 | 0.5 | 16 | 20 | -5
CCCCOc1ccc(-c2nnc(-c3ccncc3)o2)cc1 | -0.1 | 112 | 99 | -11 | -77 | 1.4 | 0.7 | 77 | 5 | 2
CNc1ccc2nnc(C(F)(F)C(F)(F)C(F)(F)F)n2n1 | -0.3 | 94 | 101 | 4 | 10 | 1.1 | 1.4 | -10 | 1 | -5
c1ccc(N2CCOCCOCCOCCOCCOCC2)cc1 | -0.4 | 101 | 95 | -3 | 15 | 1.3 | 0.1 | -15 | 10 | -5
O=C(OCCN1C(=O)CCC1=O)c1ccc(S(=O)(=O)N2CCCCC2)cc1 | 0.6 | 105 | 104 | -6 | 7 | 0.87 | 0.5 | -7 | 2 | -6
CC1CCCC(NC(=O)C2c3ccccc3C(=O)N2Cc2cccs2)C1C (stereo unspecified) | -0.4 | 102 | 100 | 1 | -12 | 1.2 | 2.2 | 12 | -3 | -2
COc1ccc(OCC(=O)Nc2cccc(OC)c2)cc1 | 0.0 | 103 | 100 | -3 | -16 | 1.1 | -0.6 | 16 | 5 | 15
Cc1nn(-c2ccccc2)c2c1C(c1cccc([N+](=O)[O-])c1)N(c1ccccc1)C(=O)N2 (stereo unspecified) | -0.1 | 97 | 98 | 3 | -12 | 1.2 | 2.2 | 12 | 3 | -6
CCOC(=O)c1sc(=S)n(CC)c1NC(=O)C1CC1 | -0.1 | 98 | 97 | 2 | 0 | 1.1 | 1.4 | 0 | 13 | -7
Cc1ccccc1N(CC(=O)Nc1ccc(F)cc1)S(C)(=O)=O | -0.2 | 105 | 89 | -4 | -10 | 1.2 | -0.1 | 10 | 17 | -5
COC(=O)CC1=C(C)C(=O)CC2C(C)(C)CCCC12C (stereo unspecified) | -0.2 | 101 | 101 | -1 | -6 | 1.4 | 0.1 | 5 | 1 | -8
O=C(O)c1ccccc1/C=N/N1CCN(C2c3ccccc3-c3ccccc32)CC1 | -0.2 | 99 | 83 | 0 | -32 | 1.1 | 1.6 | 32 | 23 | -2
COc1cccc(CN2CCN(Cc3nc(C(C)C)cs3)CC2CCO)c1 (stereo unspecified) | -0.1 | 99 | 104 | -1 | 8 | 1.1 | 1.4 | -8 | -2 | -8
CN=C(NC(=O)Nc1c(C)cccc1C)NC(=O)Nc1c(C)cccc1C | 0.0 | 91 | 106 | 8 | 14 | 0.95 | 0.4 | -14 | -6 | -4
Fc1ccc(N/N=C(/c2ccccc2)c2ccccn2)cc1 | 0.0 | 102 | 81 | -3 | 0 | 1.2 | 2.5 | 0 | 25 | 8
Cc1cc(NC(=O)C2Oc3ccccc3OC2C)no1 (stereo unspecified) | -0.2 | 92 | 122 | 7 | -15 | 1.2 | -0.4 | 15 | -14 | -5
O=C1[C@@H]2[C@@H]3C[C@@H]([C@H]4ON=C(c5ccc(OCc6ccccc6)cc5)[C@@H]34)[C@@H]2C(=O)N1c1ccc2c(c1)OCO2 | -0.3 | 93 | 104 | 8 | 0 | 1.2 | 3.4 | 0 | -2 | -7
CC(C)CC(=O)Nc1nnc(SCC(=O)Nc2ccc(F)cc2)s1 | -0.2 | 92 | 98 | 7 | -22 | 1.2 | 2.8 | 22 | 6 | -5
CN1C(=O)c2cccc(NC(=O)Cc3ccccc3)c2C1=O | -0.2 | 98 | 90 | 2 | -8 | 1 | 1.7 | 8 | 20 | -1
Cc1cccc(C(=O)NNS(=O)(=O)c2ccccc2)c1O | 0.1 | 99 | 100 | -1 | 0 | 1.3 | 3.2 | 0 | 2 | -4
O=C1Nc2ccccc2Oc2cc([N+](=O)[O-])ccc21 | -0.2 | 81 | 113 | 20 | 4 | 1.1 | 4.2 | -4 | -7 | -5
Cc1ccc2nc(C3CCCN(C(=O)NCc4ccccc4)C3)[nH]c2c1 (stereo unspecified) | -0.2 | 97 | 105 | 3 | -14 | 0.95 | 0.0 | 13 | 4 | -4
COCn1c(-c2cccc(Br)c2)nc2ccccc21 | 0.0 | 100 | 106 | -1 | -18 | 1.2 | -0.8 | 18 | -4 | 8
CCOc1ccccc1C(=O)N(Cc1cccs1)C1CCS(=O)(=O)C1 (stereo unspecified) | -0.6 | 98 | 104 | 2 | -2 | 0.98 | 2.2 | 2 | 3 | 12
O=S(=O)(c1ccc(N2CCCC2)cc1)C(F)(F)F | -0.2 | 96 | 66 | 7 | -3 | 1.3 | 0.3 | 3 | 44* | -4

3 successive entries out of the list so far:
SMILES | Hsp70 act | STAT1 act | STAT3 act | STAT1 blocker | APP 5UTR inh | NF-kB expr up | RAM network inh | APP 5'UTR act | STAT3 inh | FLuc inh counter
CN1C(=O)c2cccc(NC(=O)Cc3ccccc3)c2C1=O | -0.2 | 98 | 90 | 2 | -8 | 1 | 1.7 | 8 | 20 | -1
Cc1cccc(C(=O)NNS(=O)(=O)c2ccccc2)c1O | 0.1 | 99 | 100 | -1 | 0 | 1.3 | 3.2 | 0 | 2 | -4
O=C1Nc2ccccc2Oc2cc([N+](=O)[O-])ccc21 | -0.2 | 81 | 113 | 20 | 4 | 1.1 | 4.2 | -4 | -7 | -5

Other structures follow.
SMILES | Hsp70 act | STAT1 act | STAT3 act | STAT1 blocker | APP 5UTR inh | NF-kB expr up | RAM network inh | APP 5'UTR act | STAT3 inh | FLuc inh counter
Cn1c(CSc2nc3ccc(Br)cc3[nH]2)nc2ccccc21 | -0.4 | 104 | 88 | -4 | -1 | 0.87 | 1.7 | 1 | 21 | -2
CC1C2CC(C(CN(C)C)/C2=N/O)C1(C)C (stereo unspecified) | 0.1 | 97 | 103 | 3 | -7 | 1.3 | 2.0 | 7 | 2 | -3
c1ccc2c(N3CCOCC3)nc(-c3ccncc3)nc2c1 | -0.1 | 93 | 107 | 8 | 10 | 0.78 | -1.0 | -10 | -8 | -3
Cc1ccc(C(=O)N/C(=C/c2cccs2)C(=O)NCC2CCCO2)cc1 (stereo unspecified) | -0.1 | 100 | 96 | 1 | -5 | 1.1 | 0.1 | 5 | 7 | 0
CCCCc1n(CC(=O)c2ccc(Cl)cc2)c2ccccc2[n+]1C | 0.1 | 96 | 99 | 3 | -14 | 0.81 | -1.3 | 14 | 2 | -7
Cn1c(Cc2cccs2)nnc1SCC(=O)N1CCCc2ccccc21 | -0.3 | 99 | 98 | 1 | -17 | 1.1 | 0.1 | 17 | 10 | -8

Assay outcomes from PubChem BioAssay.
